MsrA inh: inhibitors of bovine MsrA; inhibition, % at 15.5 µM; hit rate 0.75% among 360,000; purified bovine MsrA, absorbance read-out; in the data active means inhibition above about 4.5%;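 further: 0% = vehicle wells with enzyme and 100% = reference inhibitor wells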
Neddyl block: blocks human cullin neddylation. P61081+Q13564. AID 651699. hit rate 0.58% among 360,000. calls only at 25 µM. TR-FRET cullin neddylation, biochemical; in the data active means inhibition above about 36%
MT1-MMP act inh: blocks activation of human MT1-MMP | P50281 | HT1080 RFP-PRO-GFP cells, GFP/RFP ratio fluorescence, overnight; percent of plate control window, DMSO zero | GFP/RFP ratio change, % at 20 µM | hit rate 0.061% among 360,000;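 active means GFP/RFP ratio change of at least 30% with cell ATP level not reduced by more than half and red fluorescence within 50% of control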; further: strong numbers were not always called active
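Assay system: HT1080 cells carrying an RFP-PRO-GFP reporter | Dosing: Single dose of 20 µM compound, 1% DMSO final | Incubation: Cells overnight before dosing, compound overnight, 37 °C, 5% CO2 | Evaluation: GFP/RFP fluorescence ratio | Control set: DMSO and RFP-L50D-GFP cell wells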
NRP1-CendR mod: alters CendR peptide binding to human NRP-1. O14786. FAM-RPARPAR peptide binding to NRP-1, fluorescence polarization. inhibition, % at 25 µM. hit rate 0.85% among 360,000;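 active means inhibition or corrected inhibition above about 18%, plus a signal ratio from 0.5 to 1.5, limit read from the data, passing the limit was not always enough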; further: strong numbers were not always called active
Target sequence (O14786 whole entry, looked up): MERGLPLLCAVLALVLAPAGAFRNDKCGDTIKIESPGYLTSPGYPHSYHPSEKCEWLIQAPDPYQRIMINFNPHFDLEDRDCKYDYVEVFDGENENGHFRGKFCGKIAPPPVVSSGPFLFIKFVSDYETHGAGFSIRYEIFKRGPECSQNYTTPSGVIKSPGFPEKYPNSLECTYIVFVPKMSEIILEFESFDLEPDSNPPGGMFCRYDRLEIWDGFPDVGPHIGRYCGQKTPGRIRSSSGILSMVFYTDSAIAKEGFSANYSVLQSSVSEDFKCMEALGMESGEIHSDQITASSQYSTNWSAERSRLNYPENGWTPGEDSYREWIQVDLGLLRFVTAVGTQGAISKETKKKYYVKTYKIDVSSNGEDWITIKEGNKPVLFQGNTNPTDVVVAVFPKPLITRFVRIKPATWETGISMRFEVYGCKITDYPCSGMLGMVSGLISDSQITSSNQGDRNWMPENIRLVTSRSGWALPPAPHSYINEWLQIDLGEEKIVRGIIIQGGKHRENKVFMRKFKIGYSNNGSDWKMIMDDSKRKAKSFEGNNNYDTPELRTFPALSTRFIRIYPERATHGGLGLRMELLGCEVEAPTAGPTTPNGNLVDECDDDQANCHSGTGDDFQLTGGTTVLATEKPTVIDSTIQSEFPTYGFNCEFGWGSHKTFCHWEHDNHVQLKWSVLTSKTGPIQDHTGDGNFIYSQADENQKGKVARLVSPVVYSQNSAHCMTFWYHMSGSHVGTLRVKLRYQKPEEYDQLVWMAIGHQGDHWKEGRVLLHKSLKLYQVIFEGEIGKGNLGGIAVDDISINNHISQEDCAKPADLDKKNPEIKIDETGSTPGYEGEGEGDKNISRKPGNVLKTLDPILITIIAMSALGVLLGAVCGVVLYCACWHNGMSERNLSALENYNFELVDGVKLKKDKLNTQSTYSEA
FAS-TE inh: inhibitors of human fatty acid synthase thioesterase domain. P49327. recombinant FAS-TE, OMFH fluorogenic substrate, fluorescence endpoint. hit rate 0.67% among 360,000. inhibition, % at 15 µM. AID 602261;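 active means compounds whose normalised, plate-corrected inhibition of enzyme fluorescence in the single-dose primary screen is 50% or more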;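 further: 0% = DMSO with enzyme and 100% = substrate without enzyme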
Rin1-Abl PPI inh: human Rin1-Abl interaction inhibition; inhibition, % at 7.35 µM; P00519+Q13671; hit rate 0.4% among 360,000; TR-FRET Rin1/Abl binding, biochemical; in the data active means inhibition above about 5%, passing the limit was not always enough
SKN-1 block: blocks SKN-1 activity in C. elegans; inhibition, % at 21.8 µM; C. elegans VP596 Pgst-4::GFP/RFP ratio, acrylamide-induced, 24 h; hit rate 0.49% among 360,000;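 active means interference check ratio from 0.5 to 1.5 plus GFP to RFP signal ratio inhibition reaching or exceeding a fixed threshold, cut at about 30% in these data, passing the limit was not always enough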; further: some compounds called inactive have numbers as strong as hits
eLon inh: E. coli protease La inhibition. inhibition, % at 7.94 µM. purified E. coli Lon protease, fluorescence polarization. hit rate 0.42% among 360,000; in the data active means inhibition above about 13%, passing the limit was not always enough;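 further: 0% = enzyme with probe and DMSO and 100% = no enzyme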
MsrA act: activates bovine MsrA enzyme; activation, % at 10.6 µM; purified bovine MsrA, absorbance read-out; AID 602163; hit rate 0.3% among 360,000; in the data active means activation above about 7.5%;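 further: 0% = vehicle and 100% = reference activator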
Numbers without * were called inactive; i = inactive; x = not tested or not shown.

SMILES | MsrA inh | Neddyl block | MT1-MMP act inh | NRP1-CendR mod | FAS-TE inh | Rin1-Abl PPI inh | SKN-1 block | eLon inh | MsrA act
CC(C)(O)C#Cc1ccc([C@@H]2C[C@H]3CN(c4ccccc4)C(=O)[C@]34CCCN24)s1 | 1.2 | i | -24 | -24 | -3 | -3 | 12 | -1 | -5
O=C(CCC(=O)N1CCSc2ccccc21)Nc1ccc(F)cc1 | 1.1 | i | 0 | -180 | -2 | 0 | -6 | -1 | -2
Cc1ccc(S(=O)(=O)NN=Cc2cc(Cl)ccc2O)cc1 | 3.2 | i | 2 | -2 | 5 | 0 | -24 | -1 | -3
Cc1ccc(OCC(=O)Nc2ccc3c(c2)ncn3C)cc1 | -0.2 | i | 2 | 5 | -1 | 2 | -9 | -4 | -6
Cc1ccc(NC(=O)C2CCN(C(=O)[C@@H]3Cc4ccccc4CN3)CC2)c(C)c1 | 0.4 | i | 1 | 9 | -6 | -4 | 22 | -6 | -4
Cc1ccc(N=Cc2cc(Cl)cc(Cl)c2O)nc1 | -0.6 | i | -6 | -27 | -12 | 0 | -11 | 9 | -2
COc1ccc(CC(=O)N(CCC2=CCCCC2)c2c(N)n(Cc3ccccc3)c(=O)[nH]c2=O)cc1 | 0.7 | i | -3 | -18 | -3 | 4 | 10 | -2 | -10
O=C(CC1NCCc2ccccc21)Nc1ccccc1 (centres undefined) | 1.4 | i | 1 | 3 | -4 | 4 | 1 | -11 | -2
C=CC[C@@H](CC(=O)N(CCO)Cc1ccccc1)C(=O)N[C@H](COC(=O)[C@@H](CC=C)Cc1ccc(F)cc1)c1ccccc1 | 0.8 | i | -18 | -4 | 26 | 4 | 6 | 4 | 2
O=C(CN1C(=O)c2ccccc2C1=O)OCC(=O)N1CCc2ccccc2C1 | -0.6 | i | 3 | -4 | 4 | -5 | 28 | 5 | 0
COc1ccc(Cl)cc1NC(=O)CN(C)CC(=O)Nc1ccccc1N1CCOCC1 | 0.2 | i | -3 | -12 | 15 | 2 | -6 | -3 | 0
O=C(Nc1ccc(N2CCN(C(=O)c3ccco3)CC2)c(Cl)c1)c1cccs1 | -0.1 | i | 4 | -3 | 4 | -1 | -4 | 2 | -2
CC(C)C[C@@H](CO)N1CCN(CC(C)C)CCC1=O | -1.1 | i | 3 | -16 | 0 | -2 | -9 | -6 | 3
CCCCc1nc(SCC(=O)Nc2cc(C)on2)n[nH]1 | 0.1 | i | -1 | -3 | -5 | 3 | -3 | -7 | -1
CCc1cc(C(=O)NC(C)C2CCCO2)cs1 (centres undefined) | -1.4 | i | -3 | 2 | -3 | -1 | 10 | 0 | 0
O=C(Nc1ccccc1C(=O)N1CCCCC1)c1cccc(S(=O)(=O)N2CCOCC2)c1 | 0.7 | i | 3 | 5 | 0 | -6 | 21 | -1 | 0
C#CCOCCOCCOCCNc1nc(N2CCN(C(=O)[C@H](CCCN=C(N)N)n3cc(C(N)[C@@H](C)CC)nn3)CC2)nc(N2CCN(C(=O)[C@H](CCCCN)n3cc([C@@H](N)CC(N)=O)nn3)CC2)n1 (some centres undefined) | -0.1 | i | 5 | 5 | -11 | 0 | -5 | -9 | -2
Cc1nc(C)c(-c2ccn(S(=O)(=O)c3ccc(Cl)cc3)n2)o1 | 0.8 | i | -1 | -3 | 3 | -3 | -10 | -11 | -1
CC(=O)C(Cl)C(=O)Nc1ccccc1 (centres undefined) | -1.4 | i | -3 | 5 | 7 | 0 | -5 | 4 | -1
Cn1c(NCCc2ccncc2)nc2cc(-c3cccc(C(F)(F)F)c3)sc2c1=O | 0.1 | i | 1 | 6 | 14 | 1 | 8 | 12 | 1
C[C@H](CO)N1C[C@H](C)[C@@H](CN(C)C(=O)NC2CCCCC2)Oc2ccc(NC(=O)CCC(F)(F)F)cc2C1=O | -1.1 | i | -2 | 2 | -6 | 1 | -3 | -1 | -5
O=S(=O)(c1ccccc1)c1cnn2c(C(F)(F)F)cc(-c3ccc(F)cc3)nc12 | 0.2 | i | 1 | 2 | -5 | -1 | -13 | 11 | -10
CC(=O)C1=C(c2ccccc2)OC(N)=C(C#N)C1c1ccc(O)cc1 (centres undefined) | 0.5 | i | -3 | -6 | 1 | 0 | -18 | -4 | -2
CC(C)c1nnc(NC(=O)C2CCCN2S(=O)(=O)c2ccc(Cl)cc2)s1 (centres undefined) | 0.7 | i | 6 | 20 | -1 | 2 | -28 | -4 | 0
CCC(C)C(NC(=O)OCc1ccccc1)C(=O)OCN1C(=O)c2ccccc2C1=O (centres undefined) | 0.4 | i | 7 | -7 | 18 | 0 | -7 | -3 | -5
Cc1ccc(NC(=O)C/C(N)=N/OC(=O)c2ccccc2)cc1 | -0.4 | i | -1 | -2 | 3 | 0 | 8 | 7 | -2
CCN(CC)S(=O)(=O)c1ccc(C(=O)N2CCCCC2)cc1 | -0.1 | i | 0 | 0 | -12 | -1 | -12 | 4 | -1
CNC[C@H](CC1CCCCC1)NC[C@H](Cc1ccccc1)NCCC12CC3CC(CC(C3)C1)C2 | 0.4 | i | -43 | -4 | -28 | 4 | -7 | -2 | -5
CCCCCCN1C[C@H](n2cc(C3CC3)nn2)[C@@H](O)C[C@@H]1c1ccc(Cl)cc1 | 1.3 | i | -1 | -11 | 14 | 0 | 9 | -4 | -2
CCC(=O)N1CCC(C)(C(=O)NCc2cccc(OC)c2)C1 (centres undefined) | -0.6 | i | 2 | -8 | -9 | 1 | 18 | 2 | -2

Continued; it opens with the 2 that closed the last part.
SMILES | MsrA inh | Neddyl block | MT1-MMP act inh | NRP1-CendR mod | FAS-TE inh | Rin1-Abl PPI inh | SKN-1 block | eLon inh | MsrA act
CCCCCCN1C[C@H](n2cc(C3CC3)nn2)[C@@H](O)C[C@@H]1c1ccc(Cl)cc1 | 1.3 | i | -1 | -11 | 14 | 0 | 9 | -4 | -2
CCC(=O)N1CCC(C)(C(=O)NCc2cccc(OC)c2)C1 (centres undefined) | -0.6 | i | 2 | -8 | -9 | 1 | 18 | 2 | -2
O=C(CSc1nnc2ccccn12)NCc1cccs1 | -0.3 | i | 0 | -1 | -6 | -3 | -3 | -2 | 3
CCOC(=O)N1CCN(C(=O)c2oc3ccc(S(=O)(=O)N4CC(C)CC(C)C4)cc3c2C)CC1 (centres undefined) | -0.7 | i | -4 | 0 | 14 | 0 | 12 | 0 | -7
Cc1ccc(C(CNS(=O)(=O)c2ccc(Br)cc2)N2CCN(C)CC2)cc1 (centres undefined) | -1.2 | i | -4 | -2 | 1 | -2 | 22 | -13 | 1
COc1ccc(CC(NC(C)=O)C(=O)NC2CCN(C(=O)NCc3ccccc3)CC2)cc1 (centres undefined) | x | i | 3 | -1 | 0 | -2 | 4 | 9 | -12
CCn1c(C)c(C)c2cc(C(=O)NCCCN3CCOCC3)ccc21 | 1.5 | i | 8 | -18 | -8 | -3 | 11 | -16 | -1
COc1ccc(/C=N/NC(=O)c2c(-c3ccccc3)noc2C)cc1 | 1.1 | i | -2 | 2 | -3 | -3 | -3 | 10 | -6
Cc1ccc(C)c(OCC(=O)Nc2c(C)n(C)n(-c3ccccc3)c2=O)c1 | -0.8 | i | -1 | -6 | -9 | 5 | -1 | 7 | -1
CCOC(=O)c1sc2nc(C)n(N)c(=O)c2c1C | 0.7 | i | 0 | -9 | -3 | -4 | 11 | 5 | -1
O=C(CN1CCCCC1)Nc1cccc(Cl)c1Cl | 1.0 | i | -4 | 6 | 3 | -2 | -1 | -3 | -2
O=C(COc1ccccc1O)NCCN1CCOCC1 | 0.3 | i | 3 | 12 | -3 | 3 | -8 | 1 | -8

Reprinted at random: three records from the list
SMILES | MsrA inh | Neddyl block | MT1-MMP act inh | NRP1-CendR mod | FAS-TE inh | Rin1-Abl PPI inh | SKN-1 block | eLon inh | MsrA act
CCCCCCN1C[C@H](n2cc(C3CC3)nn2)[C@@H](O)C[C@@H]1c1ccc(Cl)cc1 | 1.3 | i | -1 | -11 | 14 | 0 | 9 | -4 | -2
O=C(CSc1nnc2ccccn12)NCc1cccs1 | -0.3 | i | 0 | -1 | -6 | -3 | -3 | -2 | 3
Cc1ccc(C)c(OCC(=O)Nc2c(C)n(C)n(-c3ccccc3)c2=O)c1 | -0.8 | i | -1 | -6 | -9 | 5 | -1 | 7 | -1

More results follow:
SMILES | MsrA inh | Neddyl block | MT1-MMP act inh | NRP1-CendR mod | FAS-TE inh | Rin1-Abl PPI inh | SKN-1 block | eLon inh | MsrA act
Cc1nc2cc(Cl)ccc2n1-c1ccccc1 | -0.3 | i | -4 | 1 | 1 | 0 | 5 | -2 | 1
CN1C(=O)CSc2ccc(NC(=O)NCc3ccco3)cc21 | -0.9 | i | -1 | -11 | -1 | 1 | -5 | -3 | 3
C[C@H](CO)N1C[C@H](C)[C@@H](CN(C)S(=O)(=O)c2cccs2)Oc2c(NS(=O)(=O)c3cn(C)cn3)cccc2C1=O | 0.2 | i | 1 | 8 | -9 | 0 | 13 | 3 | -3
COc1ccc(C(=O)c2cnc3ccccc3c2-c2ccccc2)cc1 | -0.1 | i | -10 | 14 | 16 | 1 | -6 | -2 | 0
CCCC(c1nnnn1Cc1ccc(F)cc1)N1CCN(C)CC1 (centres undefined) | -0.5 | i | -2 | 16 | -4 | -1 | 7 | 1 | 2
O=C(COc1cccc(C(F)(F)F)c1)NNC(=O)Cc1ccc(S(=O)(=O)N2CCOCC2)s1 | -0.2 | i | -3 | -27 | -2 | 0 | 7 | -17 | -2
Cc1cccc(C(=O)NCC(=O)OCC(=O)N2CCc3ccccc32)c1 | -0.5 | i | -1 | -8 | -8 | 3 | -4 | 2 | -9
Cc1sc2nc(C(C)C)nc(SCC(=O)N3CCN(C(=O)c4ccco4)CC3)c2c1C | -0.5 | i | 0 | 5 | 2 | -1 | 4 | -4 | -3
CSc1nc(N)nc(SCC(=O)C(C)(C)C)c1C#N | 0.7 | i | -1 | 17 | 10 | -3 | 14 | 3 | -3
Clc1ccc(CN2CCN(c3ncccn3)CC2)cc1 | 0.4 | i | 1 | 13 | -3 | 0 | -3 | 5 | -1
COc1ccccc1/C=c1\sc2nc(-c3ccccc3OC)nn2c1=O | 0.2 | i | 0 | 0 | 6 | -2 | -23 | -1 | -6
Cn1nnc(C(O)CNCc2ccc(Cl)cc2)n1 (centres undefined) | -1.1 | i | 3 | 4 | 0 | -3 | 8 | -9 | -8
Cc1nn(Cc2ccccc2Cl)c(C)c1C(=O)NCCN1C(=O)S/C(=C\c2ccccc2)C1=O | -0.7 | i | -2 | -4 | 0 | 0 | 1 | -6 | -8
Cc1ncc(C[n+]2csc(CCOC(=O)CC34CC5CC(CC(C5)C3)C4)c2C)c(N)n1 | -0.1 | i | -1 | 10 | 0 | -3 | -1 | -12 | -5
CSc1ccccc1OCc1cc(C(=O)N2CCc3[nH]cnc3C2c2ccccn2)no1 (centres undefined) | 1.2 | i | 6 | 0 | -6 | 3 | -11 | 2 | -4
O=C(NCCOc1ccccc1)c1cccc(S(=O)(=O)NCc2ccccc2)c1 | 0.6 | i | 2 | -9 | 5 | 0 | 7 | -2 | -1
COc1ccc(NC(=O)CSC2=NCCN2)cc1 | -0.8 | i | 4 | 13 | -11 | 4 | -6 | -3 | -13
O=C(NCc1ccccc1OC(F)(F)F)C1CCC(=O)N(C2CC2)C1 (centres undefined) | -0.3 | i | -2 | 13 | -8 | -2 | 10 | -7 | -4
Cc1cc(C)c(C)c(S(=O)(=O)N2CCC(C(=O)NCCCN3CCOCC3)CC2)c1C | 1.4 | i | 0 | -1 | -9 | 0 | 16 | 0 | -2
O=C(CSc1ncn[nH]1)c1ccc2c(c1)OCCO2 | 0.2 | i | -2 | 0 | -12 | -2 | -4 | 4 | 3
CCc1ccc(C(=O)Nc2cc3c(cc2Cl)OCCCO3)cc1 | 0.2 | i | 4 | 8 | 9 | -2 | -6 | 13 | -1
O=C(Cn1nnc2ccccc2c1=O)NCc1ccc(Cl)cc1 | 0.7 | i | 4 | -1 | -6 | -1 | 2 | 2 | -7
Cc1cc(C)n(CCNS(=O)(=O)c2ccc(Cl)cc2)n1 | 1.5 | i | -4 | 6 | 2 | 2 | -1 | -2 | -5

Source: PubChem BioAssay (several laboratories)
